Bioassay records from PubChem BioAssay.
Rpn11 block = Rpn11 (human) deubiquitinase inhibition. O00487. human 26S proteasome, Ub4-pepOG fluorescence polarization; 20S core pre-blocked with epoxomicin. calls only at 20 µM. 360,000 tested, 0.59% active. AID 588493;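 active means inhibition at 20 µM, scaled to each plate's controls, above about 33%, limit read from the data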
Target sequence (O00487 whole entry, looked up): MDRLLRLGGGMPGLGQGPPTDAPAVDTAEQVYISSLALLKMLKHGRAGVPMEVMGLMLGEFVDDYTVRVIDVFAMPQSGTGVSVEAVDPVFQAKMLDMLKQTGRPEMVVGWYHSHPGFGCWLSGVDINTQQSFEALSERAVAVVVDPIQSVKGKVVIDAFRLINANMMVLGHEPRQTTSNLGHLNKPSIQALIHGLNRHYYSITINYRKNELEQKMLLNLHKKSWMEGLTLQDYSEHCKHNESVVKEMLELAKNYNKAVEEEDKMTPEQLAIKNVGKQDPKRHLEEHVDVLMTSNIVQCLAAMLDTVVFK
SUMO1 PPI mod = modulators of human SUMO1-mediated protein-protein interactions. SUMO1 binding to a labelled peptide, TR-FRET, 1 h. AID 602429. 360,000 tested, 0.33% active. inhibition, % at 20 µM; in the data active means inhibition above about 37%
Target sequence (P63165 whole entry, looked up): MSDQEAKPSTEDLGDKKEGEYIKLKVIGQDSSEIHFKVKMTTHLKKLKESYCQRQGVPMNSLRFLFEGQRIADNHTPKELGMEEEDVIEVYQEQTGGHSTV
STEP block = blocks human striatal-enriched tyrosine phosphatase | inhibition, % at 20 µM | AID 588621 | P54829 | recombinant STEP, OMFP fluorogenic substrate, fluorescence | 360,000 tested, 0.25% active;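 active means inhibition at 20 µM, scaled per plate between control wells, above about 37%, limit read from the data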;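 further: 0% = DMSO with enzyme and substrate and 100% = substrate only without enzyme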
Target sequence (P54829 whole entry, looked up): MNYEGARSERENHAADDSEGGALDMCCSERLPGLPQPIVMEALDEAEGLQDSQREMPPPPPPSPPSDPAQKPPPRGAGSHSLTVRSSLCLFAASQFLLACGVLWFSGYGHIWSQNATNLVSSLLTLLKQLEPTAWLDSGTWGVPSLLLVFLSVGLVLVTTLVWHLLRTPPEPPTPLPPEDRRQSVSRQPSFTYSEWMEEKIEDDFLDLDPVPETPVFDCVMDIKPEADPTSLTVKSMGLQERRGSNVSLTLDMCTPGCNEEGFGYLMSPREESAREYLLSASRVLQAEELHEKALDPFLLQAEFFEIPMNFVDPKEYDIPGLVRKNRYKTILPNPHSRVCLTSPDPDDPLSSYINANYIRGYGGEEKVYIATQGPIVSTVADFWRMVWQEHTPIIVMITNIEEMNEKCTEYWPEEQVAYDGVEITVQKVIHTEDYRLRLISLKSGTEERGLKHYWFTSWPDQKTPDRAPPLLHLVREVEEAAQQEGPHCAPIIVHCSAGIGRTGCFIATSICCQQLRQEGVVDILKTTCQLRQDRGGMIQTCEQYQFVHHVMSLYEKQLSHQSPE
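Assay system: isolated STEP enzyme / Timing: 20 min at room temperature, dark / Doses: 20 µM, 1% DMSO / Technique: fluorescence intensity, excitation 480 nm, emission 540 nm / Reagent: fluorogenic phosphatase substrate OMFP at 25 µM final / Measure: percent inhibition scaled to no-enzyme and uninhibited-enzyme controls, plate-pattern corrected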
CSN inh = inhibitors of human CSN-mediated cullin deneddylation. 360,000 tested, 0.38% active. Purified CSN, SCF-Nedd8-OG deneddylation, fluorescence polarization. inhibition, % at 12.5 µM. Q92905;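 active means pattern-corrected inhibition above about 35%, with an unprinted fluorescence ratio check between 0.5 and 1.5, limit read from the data, passing the limit was not always enough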;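 further: 0% = enzyme with substrate and 100% = substrate without enzyme; some results filed as inactive read as strong as hits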
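Material: purified human Csn5 enzyme expressed in HEK293T cells / Medium: Tris buffer pH 7.5, NaCl, DTT, Tween-20, trehalose, ovalbumin / Compound dosing: 12.5 µM single point / Schedule: 90 min incubation of compound, enzyme and substrate at room temperature / Signal: fluorescence polarization of the substrate / Control set: no-enzyme wells high, enzyme-with-substrate wells low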
NadD inh = inhibitors of Staphylococcus aureus NadD | inhibition, % at 20 µM | AID 602399 | purified NadD enzyme, colorimetric absorbance read-out | 360,000 tested, 0.78% active; in the data active means inhibition above about 26%; further: some compounds past the cut are filed as inactive
PABP1 MLLE inh = blocks PAM2 peptide binding to the PABP1 MLLE domain; P11940; GST-MLLE / FITC-PAM2 fluorescence polarization; 360,000 tested, 0.36% active; inhibition, % at 20 µM; in the data active means inhibition above about 35%, passing the limit was not always enough;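 further: plate controls were DMSO wells with GST-MLLE for no effect and wells lacking GST-MLLE protein for full effect; some results filed as inactive read as strong as hits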
DNMT1 inh = blocks human DNA methyltransferase DNMT1; DNMT1 molecular beacon, Hinp1I cleavage, fluorescence; inhibition (reported as % activation of signal), % at 10 µM; 360,000 tested, 0.83% active; in the data active means inhibition above about 50%
Tb MetRS inh = Trypanosoma brucei MetRS inhibition; inhibition, % at 11.9 µM; AID 624268; 360,000 tested, 0.4% active; purified T. brucei MetRS, ATP depletion, Kinase-Glo luminescence;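 active means inhibition above a per-plate cutoff of the control wells' mean inhibition plus 3 SD, cut at about 5.5% in these data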;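 further: 0% = DMSO wells median and 100% = median of wells with control inhibitor compound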
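Test system: purified T. brucei MetRS enzyme. Also added: ATP, methionine and E. coli bulk tRNA substrates. Compound: 11.9 µM single point. Schedule: 15 min enzyme-compound preincubation, 2 h reaction, 10 min detection, 25 °C. Signal: luciferase luminescence of residual ATP, Kinase-Glo. Evaluation: percent inhibition versus plate control medians. Controls: DMSO wells, low control.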
LMPTP block = LMPTP (human) inhibition | P24666 | recombinant LMPTP-A, OMFP fluorogenic substrate, fluorescence intensity | inhibition, % at 20 µM | 360,000 tested, 0.22% active;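 active means compounds that cut the enzyme signal by at least half of the control window in the single-dose screen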;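 further: plate controls were DMSO wells with enzyme plus substrate for no effect and substrate without enzyme for full effect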
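Assay system: LMPTP-A enzyme. Input: 0.625 nM LMPTP-A final. Probe or stimulus: 400 µM OMFP. Compound dosing: single 20 µM dose. Schedule: 50 min dark incubation at room temperature. Detection: fluorescence intensity of OMFP turnover product. Read-out: percent inhibition versus substrate-only and uninhibited controls. Benchmarks: no-enzyme low control, uninhibited high control.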
Scp-1 inhibitor = inhibitors of human Scp-1 phosphatase. AID 493091. inhibition, % at 20 µM. Q9GZU7. Recombinant Scp1, phosphopeptide, malachite green phosphate absorbance. 340,000 tested, 0.88% active;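 active means inhibition above about 50% at 20 µM, limit read from the data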;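 further: plate controls were DMSO wells with enzyme for no effect and wells lacking enzyme for full effect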
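System: SCP-1 catalytic domain; Reagent: Phospho 17-mer peptide substrate; Doses: one concentration, 20 µM, with 1.0% DMSO; Incubation: 45 min room-temperature reaction, 5 min colour, 30 min stabiliser; Signal: Phosphate-binding colour reagent, absorbance read at 630 nm.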
The depositor's hits bear a star; i = inactive; / = no result given.

SMILES	Rpn11 block	SUMO1 PPI mod	STEP block	CSN inh	NadD inh	PABP1 MLLE inh	DNMT1 inh	Tb MetRS inh	LMPTP block	Scp-1 inhibitor
CCN1CCc2c(C#N)c(N3CCOCC3)nc(N3CCOCC3)c2C1	i	0	0	-8	-3	-7	-2	-0.6	-0.9	-7
CCOc1ccc2[nH]c3ncccc3c(=O)c2c1	i	-25	3	-1	0	29	2	-1.3	-1.3	6
CC(C)c1nccn1S(=O)(=O)c1cc(Cl)ccc1Cl	i	0	-2	-1	0	0	0	-0.2	0.6	-10
CCOC(=O)CCC(NC(=O)CCCCCCCCC(=O)NC(CCC(=O)OCC)C(=O)OCC)C(=O)OCC (stereo not drawn)	i	2	-3	0	2	0	1	-0.5	-1.8	-6
O=C(NCc1nnc2c3ccccc3c(-c3ccccc3)nn12)c1ccccc1Cl	i	0	1	-2	-4	0	-1	-0.2	-2.1	1
CCCOc1ccc(NC(N)=O)cc1OCCC	i	0	1	4	-8	7	5	-0.5	-1.7	-3
CC(=O)N(Cc1ccccc1)C1CC(=O)N(Cc2ccccc2)C1=O (stereo not drawn)	i	0	1	2	-3	4	-7	-0.2	-0.6	-10
O=C(NCc1nnc(SCC(=O)N2CCCc3ccccc32)o1)c1c(F)cccc1Cl	i	0	0	4	6	9	1	-1.1	0.9	-7
Oc1ccc(-c2[nH]ncc2-c2cnn(-c3ccccc3)c2)c(O)c1	i	5	-2	1	-2	-10	-7	-0.4	0.5	-3
COc1ccc(O)c(/C=N\NC(=O)CCn2nnc3ccccc32)c1	i	-8	-1	1	-2	-5	0	0.0	-0.4	-6
O=C(NC1CCCCCC1)C(=S)NCCc1ccccc1	i	5	11	6	3	44*	3	-0.3	0.8	-2
O=C(NCCC(=O)N1CCN(c2ccccn2)CC1)c1ccc([N+](=O)[O-])cc1	i	-30	-1	-2	3	0	-1	-0.5	-0.2	-8
COCCNc1nc2cc(-c3cccc(C(F)(F)F)c3)sc2c(=O)n1C	i	-20	-4	-2	-3	4	0	0.1	4.8	/
O=C(c1cccc(NS(=O)(=O)c2ccc(F)c(F)c2)c1)N1CCN(C(c2ccccc2)c2ccccc2)CC1	i	0	-2	-4	29	5	-9	-0.6	2.2	5
O=C(CN1CCN(c2ccc(F)cc2)CC1)Nc1ccc(-n2cnnn2)cc1	i	3	1	1	-1	1	7	1.1	-0.7	5
C/C(=N\O)C1/C(=N/O)CC2C1C2(C)C (stereo not drawn)	i	-4	-2	0	-6	17	-1	-1.3	-0.5	-3
c1ccc(N2CCN(Cc3ccsc3)CC2)nc1	i	-3	4	-3	-3	2	-6	-0.7	-1.7	-7
COc1cccc(C(=O)COc2cccc(NC(=O)c3ccco3)c2)c1	i	1	0	-9	-7	-8	2	-1.0	0.9	-9
O=C(NCCN1CCC(n2c(=O)[nH]c3ccccc32)CC1)c1cccs1	/	-1	/	-4	-3	/	/	-0.9	3.8	/
O=C(CCNC(=O)c1ccccc1Cl)Nc1cc(C(F)(F)F)ccc1Cl	i	0	-2	0	-1	2	0	-0.6	-0.3	-4

Structures listed so far that contain a thiophene ring, fused or not, in the order listed:
SMILES	Rpn11 block	SUMO1 PPI mod	STEP block	CSN inh	NadD inh	PABP1 MLLE inh	DNMT1 inh	Tb MetRS inh	LMPTP block	Scp-1 inhibitor
COCCNc1nc2cc(-c3cccc(C(F)(F)F)c3)sc2c(=O)n1C	i	-20	-4	-2	-3	4	0	0.1	4.8	/
c1ccc(N2CCN(Cc3ccsc3)CC2)nc1	i	-3	4	-3	-3	2	-6	-0.7	-1.7	-7
O=C(NCCN1CCC(n2c(=O)[nH]c3ccccc32)CC1)c1cccs1	/	-1	/	-4	-3	/	/	-0.9	3.8	/

Continuation.
SMILES	Rpn11 block	SUMO1 PPI mod	STEP block	CSN inh	NadD inh	PABP1 MLLE inh	DNMT1 inh	Tb MetRS inh	LMPTP block	Scp-1 inhibitor
Cc1cccc(CS(=O)(=O)Cc2ccc(C(=O)NC3CCCCCC3)o2)c1	i	-6	-1	2	-9	4	3	-0.8	1.5	-9
Cc1cc(OCC(=O)NNC(=O)CCc2ccccc2)ccc1Br	i	2	-1	1	-5	-5	4	-0.3	14	1
O=C(O)CN1C(=O)SC(Nc2ccc(Cl)cc2)C1=O (stereo not drawn)	i	-2	2	-1	3	16	0	0.1	-3.8	-13
CCSCCNC(=O)c1cncc(Br)c1	i	12	-1	20	1	9	-11	-0.2	2.7	3
CCCNC(=O)C1(C)CCN(C(=O)c2cc(C)n(C(C)(C)C)n2)C1 (stereo not drawn)	i	11	0	0	1	1	3	-0.1	-0.2	/
Cc1ccc(OCC(=O)Nc2cc(S(=O)(=O)N3CCCCC3)ccc2C)c([N+](=O)[O-])n1	i	-8	-3	0	-7	-11	-3	-0.4	0.1	2
COc1ccc(OC)c(-c2c(C#N)c(N)nc3c2c(=O)nc2sccn23)c1	i	17	-3	-6	-2	-12	8	-1.2	-1.0	12
Cc1cccc(NCc2ccccc2OCc2ccccc2F)c1	i	-2	0	-14	7	4	0	0.2	3.5	-2
C=CCNc1nc(C)c(C(C)=O)cc1C#N	i	-3	8	2	0	8	2	-0.5	-3.0	0
CC(=NNC(=O)c1ccncc1)c1cccc(Br)c1	i	0	2	0	-1	7	1	-0.2	-1.9	-10
COCCNC(=O)c1cc(-c2ccc(Cl)c(Cl)c2)on1	i	3	-2	-1	2	11	8	-0.3	-0.5	-14
Cc1c(NCc2ccncc2)cccc1C(=O)O	i	-2	3	-2	4	-13	0	-0.4	-0.1	30
CSc1nncn1/N=C/c1cc(Cl)ccc1F	i	-2	0	1	-2	-11	3	-0.4	-1.6	2
Cn1c(=O)n(CCO)c(=O)c2c1nc(Br)n2Cc1ccccc1	i	2	1	6	3	1	1	-0.2	-0.8	-12
COc1cccc2[nH]c3ccccc3c(=O)c12	i	9	0	0	-1	21	-3	1.4	-0.1	-9
CC(NC(=O)c1ccncc1)C(C)(C)C (stereo not drawn)	i	1	0	0	1	-9	1	-0.2	-1.1	-4
Cc1ccc(Nc2ncc3c(=O)[nH][nH]c(=O)c3n2)cc1	i	-17	3	2	4	8	3	-0.3	3.3	-2
Nc1ccc(C(=O)N2CCCC2)cc1	i	1	1	3	2	-6	2	-0.1	-1.4	-6
COCCNC(=O)c1cc2sc3ccccc3c2s1	i	-12	4	5	-6	-2	-1	-0.1	-1.6	-7
CC(=O)c1ccc(NS(=O)(=O)c2cc3c(cc2C)N(C(C)=O)CCO3)cc1	i	1	-2	-3	0	8	-1	-1.0	0.8	1
CCCCC1Cc2[nH]c(=S)[nH]c(=O)c2C(c2ccc(F)cc2)O1 (stereo not drawn)	i	1	0	5	1	23	-2	0.0	-0.9	/
O=C(Nc1ccc(OC(F)F)cc1)c1cc(S(=O)(=O)N2CCOCC2)ccc1N1CCCC1	i	1	-2	-3	5	2	-3	-0.3	0.2	-4
O=C(c1ccco1)N1CCCC(c2nc3c(nnn3Cc3ccc(Cl)cc3Cl)c(=O)[nH]2)C1 (stereo not drawn)	i	4	2	5	14	-10	-2	0.4	1.4	-3
Cc1c(NC(=O)CN2CCN(c3ccccc3)CC2)c(=O)n(-c2ccccc2)n1C	i	-4	-2	-3	2	-8	-3	0.6	-1.6	0
O=C(Nc1ccc2sccc2c1)c1ccc(Cl)s1	i	0	0	-3	-4	6	7	0.0	0.9	24
COc1ccc(Br)cc1/C=N/NC(=O)c1cccc(S(=O)(=O)N2CCOCC2)c1	i	-3	17	-5	3	-6	-1	0.4	0.2	-7
O=C(Nc1ccccc1)NC(Cc1ccc(O)cc1)C(=O)O (stereo not drawn)	i	0	-1	5	0	27	5	-0.8	0.1	5
O=C(CN1C(=O)C2C3C=CC(C3)C2C1=O)Nc1nncs1 (stereo not drawn)	i	2	0	-16	-1	-4	0	0.0	-0.4	-5

Grouped by structure, the compounds so far with a furan ring, fused or not
SMILES	Rpn11 block	SUMO1 PPI mod	STEP block	CSN inh	NadD inh	PABP1 MLLE inh	DNMT1 inh	Tb MetRS inh	LMPTP block	Scp-1 inhibitor
COc1cccc(C(=O)COc2cccc(NC(=O)c3ccco3)c2)c1	i	1	0	-9	-7	-8	2	-1.0	0.9	-9
Cc1cccc(CS(=O)(=O)Cc2ccc(C(=O)NC3CCCCCC3)o2)c1	i	-6	-1	2	-9	4	3	-0.8	1.5	-9
O=C(c1ccco1)N1CCCC(c2nc3c(nnn3Cc3ccc(Cl)cc3Cl)c(=O)[nH]2)C1 (stereo not drawn)	i	4	2	5	14	-10	-2	0.4	1.4	-3

Retrieved by structure from above (two):
SMILES	Rpn11 block	SUMO1 PPI mod	STEP block	CSN inh	NadD inh	PABP1 MLLE inh	DNMT1 inh	Tb MetRS inh	LMPTP block	Scp-1 inhibitor
CCCCC1Cc2[nH]c(=S)[nH]c(=O)c2C(c2ccc(F)cc2)O1 (stereo not drawn)	i	1	0	5	1	23	-2	0.0	-0.9	/
Cc1c(NC(=O)CN2CCN(c3ccccc3)CC2)c(=O)n(-c2ccccc2)n1C	i	-4	-2	-3	2	-8	-3	0.6	-1.6	0
